Fam108B counter: mouse Fam108B serine hydrolase inhibitors, primary screen, counter-screen for RBBP9 inhibitor project, biochemical, fluorescence polarization; recombinant Fam108B, FP-Rh probe fluorescence polarization; inhibition, % at 9.51 µM; actives 0.33% (n = 300,000);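 active means inhibition above the screen mean inhibition plus 3 SD, computed separately per campaign, cut at about 18% in these data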;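 further: inhibitors lower polarization as less probe binds the enzyme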
PME-1 primary: PME-1 inhibitors via competitive probe labeling, primary screen, biochemical, fluorescence polarization, FP-Rh probe, HTS | actives 0.53% (n = 320,000) | inhibition, % at 5.9 µM | recombinant PME-1;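 active means inhibition above the campaign mean of all compounds plus 3 SD, cut at about 26% in these data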;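 further: competitive labeling of PME-1 active site by serine hydrolase directed probe; 0% = PME-1 with DMSO and 100% = wells lacking PME-1 enzyme; inhibitors block probe labeling so polarization falls and inhibition rises; many of its hits are not listed in these tables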
GLD-1 TGE inh: GLD-1/TGE RNA complex disruptors, primary screen, biochemical, fluorescence polarization | Female germline-specific tumor suppressor gld-1 (Caenorhabditis elegans), Q17339 | purified GLD-1 + fluorescein TGE RNA | inhibition, % at 5.96 µM | actives 0.44% (n = 320,000);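 active means percent inhibition above a per-plate cutoff, the plate mean of test compounds plus 3 SD, cut at about 30% in these data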;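 further: 0% = DMSO wells with GLD-1 and probe and 100% = wells lacking GLD-1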
Target sequence (Q17339 whole entry, looked up): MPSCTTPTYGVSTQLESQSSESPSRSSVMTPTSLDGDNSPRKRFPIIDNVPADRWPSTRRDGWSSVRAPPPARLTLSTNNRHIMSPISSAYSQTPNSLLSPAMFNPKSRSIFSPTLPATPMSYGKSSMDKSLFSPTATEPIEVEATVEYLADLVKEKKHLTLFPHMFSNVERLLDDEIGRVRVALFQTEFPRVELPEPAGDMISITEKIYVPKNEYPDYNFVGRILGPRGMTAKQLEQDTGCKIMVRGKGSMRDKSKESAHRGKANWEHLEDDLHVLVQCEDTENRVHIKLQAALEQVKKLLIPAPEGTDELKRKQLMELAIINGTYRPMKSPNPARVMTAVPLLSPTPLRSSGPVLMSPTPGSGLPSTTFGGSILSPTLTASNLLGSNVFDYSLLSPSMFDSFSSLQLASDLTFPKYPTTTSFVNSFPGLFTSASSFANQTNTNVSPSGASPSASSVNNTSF
MCL1-BIM inh: inhibitors of MCL1 binding to BIM-BH3, primary screen, biochemical, fluorescence polarization | GST-MCL1 / FITC-Bim-BH3 fluorescence polarization | inhibition, % at 10.9 µM | actives 0.68% (n = 320,000);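 active means inhibition above the mean inhibition of all tested compounds plus 3 SD, set per campaign, cut at about 40% in these data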;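 further: 0% = DMSO wells and 100% = unlabeled Bim-BH3 peptide control; higher means more loss of mP so more displacement of Bim peptide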
PAFAH1B2 FP inh: PAFAH1B2 enzyme inhibitors, primary screen, biochemical, fluorescence polarization, human; actives 1.2% (n = 340,000); recombinant PAFAH1B2, FP-rhodamine activity probe; inhibition, % at 3.39 µM; AID 492953, 2010;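 active means inhibition above the mean of all tested compounds plus 3 SD, cut at about 24% in these data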;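 further: 0% = enzyme with DMSO and 100% = wells lacking PAFAH1B2; many of its hits are not listed in these tables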
pPAFAH inh: pPAFAH enzyme inhibitors, primary screen, biochemical, fluorescence polarization, human. inhibition, % at 3.39 µM. actives 1.5% (n = 330,000). Platelet-activating factor acetylhydrolase (Homo sapiens), Q13093. recombinant pPAFAH, FP-rhodamine probe fluorescence polarization. AID 463082, 2010;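 active means inhibition above the mean inhibition across the screen plus 3 SD, cut at about 25% in these data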;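 further: inhibitors block binding of the rhodamine activity-based probe so polarization drops; 0% = enzyme with DMSO and 100% = wells lacking pPAFAH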
MEX-5 binding: MEX-5 zinc finger RNA-binding disruptors – biochemical, C. elegans, fluorescence polarization, MLPCN library, primary screen; Zinc finger protein mex-5 (Caenorhabditis elegans), Q9XUB2; MEX-5/FITC-TCR2 RNA binding; hits give low values; activity score (negative = inhibition of binding), % at 10 µM; actives 0.38% (n = 300,000); AID 1832, 2009;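 active means inhibition past about -25% in most replicates, and total fluorescence under double the plate's negative control median, limit read from the data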;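 further: 0% = DMSO and -100% = 5 µM competing unlabeled TCR2 RNA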
AHR activator: AHR activators, primary screen, cell-based, luminescence, luciferase reporter, human. Aryl hydrocarbon receptor (Homo sapiens), P35869. AHR-responsive luciferase reporter cells. activation, % at 5 µM. actives 2.5% (n = 320,000); in the data active means activation above about 47%;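 further: 0% = vehicle wells and 100% = reference agonist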
Bcl-xL primary: inhibitors of human Bcl-xL, primary screen, biochemical, fluorescence polarization, HTS; inhibition, % at 10.9 µM; actives 0.7% (n = 320,000); GST-Bcl-xL / FITC-Bim BH3 peptide fluorescence polarization; Bcl-2-like protein 1 (Homo sapiens), Q07817;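 active means inhibition above the mean of all tested compounds plus 3 SD, cutoff set per campaign, cut at about 30% in these data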;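 further: 0% = DMSO wells and 100% = unlabeled Bim-BH3 peptide competitor; inhibitors lower millipolarization by displacing the labeled peptide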
Target sequence (Q07817 whole entry, looked up): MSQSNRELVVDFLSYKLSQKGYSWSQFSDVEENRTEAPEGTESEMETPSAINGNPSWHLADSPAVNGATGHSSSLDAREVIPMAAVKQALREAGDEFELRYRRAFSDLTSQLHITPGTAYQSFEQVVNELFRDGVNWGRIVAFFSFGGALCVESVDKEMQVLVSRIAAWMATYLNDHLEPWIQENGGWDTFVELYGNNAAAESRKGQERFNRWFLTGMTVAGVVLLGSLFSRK
The depositor's hits bear a star; · = no result given.

Compound	Fam108B counter	PME-1 primary	MEX-5 binding	MCL1-BIM inh	pPAFAH inh	Bcl-xL primary	AHR activator	GLD-1 TGE inh	PAFAH1B2 FP inh
O=C(c1cncc(Br)c1)N1CCN(S(=O)(=O)c2ccc(Cl)cc2)CC1	0	-2	1.1	4	3	4	3	-2	25*
COc1ccc(C(=O)Nc2ncc(C)s2)cc1S(=O)(=O)N1CCCC1	0	-6	0.6	3	0	6	14	-3	1
COc1ccc(NC(C)=O)cc1NC(=O)c1cccc(C(F)(F)F)c1	-4	2	2.5	-1	6	1	33	-1	4
Cc1ccc(S(=O)(=O)N2CCC(C(=O)OCC(=O)NCc3ccco3)CC2)cc1C	3	1	-0.8	3	4	4	-2	0	1
CC(=O)NC1=NN(C(C)=O)C2(S1)C(=O)N(C(C)C)c1ccc(C)cc12 (configuration not stated)	4	2	-0.2	3	-1	-1	0	3	-3
COCCNC(=O)C(c1ccc(C)o1)N(Cc1ccc(OC)cc1)C(=O)Cn1nnc2ccccc21 (configuration not stated)	4	5	1.7	-1	8	-1	6	-5	1
O=C(NCC1CCCO1)C1CCCN(S(=O)(=O)c2ccc(Cl)cc2)C1 (configuration not stated)	-3	-2	-1.0	5	6	4	-1	0	10
O=C(NC(=S)Nc1ccc(CN2CCOCC2)cc1)c1ccc2c(c1)OCCO2	-1	1	2.4	7	-2	6	0	1	1
CN(CC(=O)N1CCCC1)S(=O)(=O)c1cccc(Cl)c1	0	-1	-1.3	-2	1	0	-2	-4	2
CSc1ccc(C#N)cc1NC(=O)c1cccnc1Cl	-1	-6	0.0	-1	-6	-4	10	0	3
CCOc1ccc(CCNC(=O)C2CCN(S(=O)(=O)N3CC(C)CC(C)C3)CC2)cc1OCC (configuration not stated)	-2	-3	1.8	-3	0	0	2	-9	4
CCc1sc(C(=O)NCCCN2CCCC2=O)cc1Br	11	1	5.1	3	1	3	9	-4	-3
Cc1c(NC(=O)CNCc2ccc3c(c2)OCO3)c(=O)n(-c2ccccc2)n1C	-3	-1	-3.1	6	6	7	0	0	4
CSc1ncccc1C(=O)OCC(=O)Nc1cccc(S(=O)(=O)N2CCOCC2)c1	·	·	·	·	0	·	2	8	2
COC(=O)c1ccc(NS(=O)(=O)c2cc3c4c(c2)C(C)C(=O)N4CCC3)cc1 (configuration not stated)	2	8	-2.7	-1	11	-3	0	-2	1
CSc1nc(Cl)c(C#N)c(-c2ccc(C)cc2)n1	0	0	0.8	4	1	-2	0	7	8
CCOCC(=O)Nc1ccc(S(=O)(=O)Nc2nccs2)cc1	-2	-2	0.2	8	-2	6	0	-1	-1
CC(C)NC(=O)COC(=O)c1cccc(NS(=O)(=O)/C=C/c2ccccc2)c1	-1	11	0.1	-4	15	-4	0	0	4
CCS(=O)(=O)c1ccc(-c2csc(-c3ccccc3Cl)n2)c(Cl)c1Cl	0	-3	-0.5	8	0	4	4	7	-4
Cn1cccc1/C=N/NC(=O)c1ccccn1	2	1	2.3	-1	4	0	9	-2	4
O=C(c1ccccn1)c1cc2ccccc2n1S(=O)(=O)c1ccccc1	2	5	-1.1	3	-1	0	14	-5	1
COc1ccc(CN2CCN(Cc3ccco3)CC2)cc1	-1	-2	-0.9	11	-1	3	2	3	7
CN1C(=O)N(C)C2(c3ccccc3)Nn3c(s/c(=C/c4ccccc4)c3=O)=NC12c1ccccc1 (configuration not stated)	-1	3	2.1	-2	-1	-1	1	-1	3
O=C(O)c1cc(-c2cccc([N+](=O)[O-])c2)nc2ccccc12	-2	1	-1.0	2	2	1	6	-1	1
CCCN1CCN(C(=O)Cn2ncc3ccccc32)CC1	3	-3	-2.3	14	2	9	3	5	4
CC(=O)c1cccc(NC(=O)COC(=O)c2ccc3c(c2)OCCO3)c1	2	-1	0.8	1	7	-2	0	4	3
CCCc1cc(NCCCN2CCOCC2)n2c(nc3ccccc32)c1C#N	3	-6	1.9	-3	0	0	2	5	3
Cc1ccccc1C(=O)NCCN=C1NS(=O)(=O)c2ccccc21	1	-1	1.7	-1	1	2	0	7	-4
CCN(CC)C(=O)CC(c1ccc(OC)cc1)c1c(O)cc(OC)cc1OC (configuration not stated)	5	5	-2.1	0	-1	6	0	2	-1
COc1ccc(/C=C/C(=O)OCC(=O)NCCc2ccccc2)c(OC)c1	·	·	·	·	17	·	0	1	-2
COc1cc(F)c(C2=CC(=O)C[C@H](c3ccc(F)cc3)C2)cc1F	·	-1	·	-3	-4	-1	-1	4	-8
COc1ccccc1CN1C[C@@H]2C[C@@H](C3=Cc4cccc(OC)c4OC3)N3CCC[C@@]23C1=O	-3	7	-0.5	-3	-2	1	5	2	0
CCOC(=O)c1[nH]c(C)c(/C(O)=C2\C(=O)C(=O)N(CCCN(C)C)C2c2cccnc2)c1C (configuration not stated)	0	-7	-0.6	9	-2	7	4	-1	3
N=c1c2c(n(Cc3cccc(Cl)c3)c3c1CCC3)CCCC2	2	-1	0.5	8	-1	8	2	1	-3
COc1ccc(NC(=O)Nc2ccc3c(c2)C(=O)N([C@H](C)CO)C[C@H](C)[C@@H](CN(C)S(=O)(=O)c2ccc(OC)cc2)O3)cc1	·	·	·	·	9	·	0	3	3
CC(C)Oc1ccc(CSc2nnc3n(C)c(=O)c4c5c(sc4n23)CCCC5)cc1	0	-1	2.3	-5	-6	-3	5	-2	5
CCC1(c2ccc(F)cc2)NC(=O)N(CC(=O)N(C)C2CCS(=O)(=O)C2)C1=O (configuration not stated)	1	1	-1.9	2	3	2	1	6	3
COc1ccc(-n2c(SCC(=O)Nc3cc(C)on3)nc3c(c2=O)SCC3)cc1OC	-2	-4	-0.8	8	3	1	-1	-1	10
COc1cc(OC)cc(C(=O)N[C@H](C(=O)N2CCc3ccccc32)C(C)C)c1	6	-1	-1.3	-3	2	4	21	4	-3
O=[N+]([O-])c1ccccc1S(=O)(=O)N1CCN(Cc2ccccc2)CC1	3	-8	-3.1	7	4	9	2	2	8
CCN(Cc1ccccc1)c1ccc(/C=N/NC(=S)NC(C)C)cc1	6	8	2.6	4	22	0	32	8	26*
CC(=O)Oc1cc(OC(C)=O)c2c(C)cc(=O)oc2c1	11	2	3.9	-11	0	-10	14	3	3
CC(=O)c1ccc(N2CCN(S(=O)(=O)c3c(C)[nH]c(C)c3C(=O)N3CCCCC3)CC2)cc1	-1	1	-12	-6	1	-2	1	-5	0
C=CCSc1nnc(NC(=O)Cc2ccc(OC)c(OC)c2)s1	-1	-2	0.4	-6	1	4	0	-1	6
O=C(NC1CCCCC1)C1CCN(C(=O)c2ccc(Cl)cc2)CC1	1	-3	2.3	2	2	4	-2	5	3
CC(=O)N1[C@H](C)C=C[C@]1(Cc1ccccc1)C(=O)NCc1cc(F)cc(C(F)(F)F)c1	2	2	0.8	0	0	5	3	2	5
O=C(COC(=O)c1n[nH]c2ccccc12)NC(=O)NC1CCCC1	-5	-23	·	-3	-5	1	4	6	-1
COC(=O)c1sccc1NC(=O)Nc1ccccc1OC	1	-3	1.2	1	3	1	35	3	4
COc1ccccc1NS(=O)(=O)c1ccc(O)c(C(=O)OCC(=O)N2c3ccccc3CC2C)c1 (configuration not stated)	-6	-4	-1.0	2	13	3	26	-13	14
Cc1cc(N2CCN(Cc3nc(-c4ccc(Cl)cc4)oc3C)CC2)cc(C)n1	-1	-4	-4.9	-2	-8	2	15	2	-2
CSc1ccccc1C(=O)Nc1ccc2c(c1)OCO2	2	2	1.2	-3	1	5	54*	-4	2
Cc1cnc(C(=O)NCc2ccc(F)cc2)cn1	-1	3	0.6	-1	3	1	-2	0	3
CC(C)OCCCNC(=O)c1cc2c(=O)n(C)c3ccccc3c2n1C	-1	-3	0.7	-1	0	4	23	6	2
CN1CCN(S(=O)(=O)c2ccc(NC(=O)Cc3cccs3)cc2)CC1	5	4	·	13	8	7	2	3	9
O=S1(=O)C=C(SCc2cccc(Cl)c2)Nc2ccccc21	-9	2	0.4	2	-5	5	-1	2	3
CCn1c(SCc2nc(-c3ccccc3)no2)nnc1-c1cccs1	-2	3	1.3	3	0	2	-2	1	2
O=C(NC1CCCCC1)c1cccc(COCC(F)(F)F)c1	0	1	0.7	4	-3	0	3	-4	2
CCOc1ncccc1C(=O)OCC(=O)c1ccc(F)cc1	-4	3	2.3	-3	11	0	2	-5	7
CCC(c1nnc(SCC(=O)Nc2ccc(C(=O)Nc3ccccc3OC)cc2)o1)N(C)C (configuration not stated)	-1	-7	-3.7	1	2	2	28	-10	-2
COc1ccc(C(CC(=O)N2CCN(c3ccccc3)CC2)c2c(OC)cc(OC)c3ccc(=O)oc23)cc1 (configuration not stated)	7	0	0.9	6	1	-3	5	1	-6

This is a subset; count on the stated rates, not on these rows.
